mIAP activ – mouse IAP activation. muIAP, CDP-Star luminescence, 30 min; hits give high values; 1 = vehicle-only enzyme signal, 0 = enzyme-free wells. activation factor at 10 µM. 0.24% of 330,000 active;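 active = activation factor of at least 2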; note: the source names both 10 and 20 µM as test concentration; values of inactives mirror those of a sister screen read the other way
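Assay system: mouse IAP enzyme; Reagent: CDP-Star chemiluminescent phosphatase substrate; Compound: DMSO-dissolved test compounds; Incubation: 30 min, room temperature; Technique: luminescence from enzymatic CDP-Star hydrolysis; Controls: DMSO-only wells and no-enzyme negative control.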
hIAP activ – increases human intestinal alkaline phosphatase activity | P09923 | purified human IAP, CDP-Star luminescence, 30 min; hits give high values; 1 = vehicle-only enzyme, 0 = enzyme-free background | activation factor at 10 µM | 0.16% of 330,000 active;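 active = activation factor of the enzyme at least 2-fold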; note: the source names both 10 and 20 µM as test concentration; values of inactives mirror those of a sister screen read the other way
Target sequence (P09923 whole entry, looked up): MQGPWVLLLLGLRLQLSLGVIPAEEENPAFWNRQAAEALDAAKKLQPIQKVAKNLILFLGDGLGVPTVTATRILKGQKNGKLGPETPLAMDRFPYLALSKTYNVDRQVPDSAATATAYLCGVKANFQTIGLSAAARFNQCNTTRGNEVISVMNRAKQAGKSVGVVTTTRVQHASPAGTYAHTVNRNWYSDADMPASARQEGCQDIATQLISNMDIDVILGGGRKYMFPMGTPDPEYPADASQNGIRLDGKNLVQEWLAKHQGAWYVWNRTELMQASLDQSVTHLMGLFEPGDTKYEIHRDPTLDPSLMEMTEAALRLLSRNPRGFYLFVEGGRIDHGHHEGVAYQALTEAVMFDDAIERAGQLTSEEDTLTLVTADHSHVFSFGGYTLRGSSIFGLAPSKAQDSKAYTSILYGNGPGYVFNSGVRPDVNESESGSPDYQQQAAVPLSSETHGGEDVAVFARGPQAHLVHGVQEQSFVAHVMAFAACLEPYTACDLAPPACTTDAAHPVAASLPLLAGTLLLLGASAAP
mIAP block – blocks mouse intestinal alkaline phosphatase. purified mouse IAP, CDP-Star luminescence, 30 min. inhibition, % at 10 µM. 0.2% of 330,000 active. AID 2806;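 active = inhibition of at least 40% at 10 µM in the primary screen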;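 note: plate controls were DMSO with enzyme for no effect and no enzyme wells for full effect; values of inactives mirror those of a sister screen read the other way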
ATG4B inh – inhibitors of human ATG4B cysteine protease. Q9Y4P1. ATG4B cleavage of LC3-PLA2, NBD-HPC fluorescence, 1 h. inhibition, % at 8.33 µM. 0.51% of 340,000 active; in the data active = inhibition above about 40%
APOBEC3A inh – blocks human APOBEC3A ssDNA deamination | P31941 | recombinant A3A, FAM/TAMRA ssDNA deamination fluorescence | inhibition, % at 20 µM | 0.41% of 330,000 active | AID 493011;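 active = at least 40% inhibition at 20 µM here, with at most 30% in a related deaminase screen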;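 note: plate controls were A3A with DMSO for no effect and wells lacking A3A enzyme for full effect; some results filed as inactive read as strong as hits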
Target sequence (P31941 whole entry, looked up): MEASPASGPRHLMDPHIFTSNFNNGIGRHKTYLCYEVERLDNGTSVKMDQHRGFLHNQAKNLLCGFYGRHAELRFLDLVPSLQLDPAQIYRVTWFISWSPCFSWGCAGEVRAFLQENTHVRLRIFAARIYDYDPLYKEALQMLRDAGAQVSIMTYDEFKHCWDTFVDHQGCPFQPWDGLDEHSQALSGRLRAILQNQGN
PfG6PD inh – PfG6PD (Plasmodium falciparum) enzyme inhibition; AID 504690; PfGluPho enzyme, NADPH resazurin-diaphorase fluorescence; inhibition, % at 20 µM; 0.78% of 350,000 active;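 active = inhibition reaching at least a set limit at 20 µM in the primary screen, cut at about 59% in these data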;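 note: 0% = DMSO wells with substrate and 100% = DMSO wells lacking glucose-6-phosphate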
hIAP inh – blocks human intestinal alkaline phosphatase | P09923 | purified IAP, CDP-Star luminescence, 30 min | inhibition, % at 10 µM | 0.12% of 330,000 active;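 active = inhibition reaching a set limit with compound at 10 µM in the primary screen, cut at about 35% in these data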;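 note: plate controls were DMSO wells with enzyme for no effect and no-enzyme buffer wells for full effect; values of inactives mirror those of a sister screen read the other way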
HKDC1 inh – HKDC1 (human) hexokinase inhibition | Q2TB90 | recombinant HKDC1, G6PDH/diaphorase resazurin coupled fluorescence | inhibition, % at 20 µM | 0.16% of 340,000 active;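 active = inhibition above about 35% when tested at 20 µM, limit read from the data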;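 note: plate controls were DMSO wells with enzyme for no effect and DMSO wells lacking enzyme for full effect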
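Assay system – recombinant HKDC1 (HK5) hexokinase enzyme, produced in-house · Input – HKDC1 at 5 µg/mL · Reagent – glucose plus 1 mM ATP as hexokinase substrates · Timing – 90 min reaction incubation at room temperature, dark · Measured by – G6PDH/diaphorase-coupled fluorescence, 1 mM NADP, 100 µM resazurin, 525/613 nm · Benchmarks – DMSO-enzyme wells negative, buffer-substituted wells positive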
* = called active by the depositor; . = no result given. The order is random. Share with any hit: about 2.4%.

SMILES	mIAP activ	hIAP activ	mIAP block	ATG4B inh	APOBEC3A inh	PfG6PD inh	hIAP inh	HKDC1 inh
Cc1ccccc1CN1CCN(CC2CC2)CC1CCO (stereo not given)	1	0.92	0	0	1	3	8	3
O=C(NCC1CCCO1)c1nc2c(nnn2Cc2ccc(F)cc2)c(=O)[nH]1 (stereo not given)	0.96	0.8	4	10	1	-12	20	-6
COc1ccccc1-c1nnc(SCC(=O)N2CCOCC2)n1-c1ccccc1	1.1	0.93	-15	-4	1	9	8	-5
CCOC(=O)C1(Cc2ccccc2Cl)CCN(C(=O)CCn2ccnc2C)CC1	0.96	1.2	4	5	-5	-20	-19	9
NC(=O)c1ccc(F)cc1	1	0.96	-5	-1	-5	-1	4	-9
CC1CCN(Cc2c(O)ccc3c2O/C(=C\c2ccco2)C3=O)CC1	0.78	1	22	5	97*	12	-5	9
COc1cc(C(=O)NCc2nnc(SCC(=O)c3ccccc3)o2)cc(OC)c1OC	0.83	1.2	16	-7	-10	-13	-18	-3
Cc1ccc(S(=O)(=O)Oc2ccccc2/C=N/Nc2ccc(C(=O)O)cc2)cc1	1.1	0.87	-9	0	-3	5	13	-2
Cc1cc2cc(CNS(=O)(=O)c3ccccc3)ccc2n1C	0.97	0.83	3	9	-4	17	17	5
CC(C)N1C(=O)c2ccccc2C1C(=O)NCCc1ccccc1 (stereo not given)	1	1	-3	-14	-3	8	-2	-4
O=C(COC(=O)c1cccs1)NCCC1=CCCCC1	0.97	0.85	3	-9	-2	1	15	-7
COc1cc(/C=N/OCC(=O)NC2CCCCC2)ccc1OCc1ccccc1	1.1	0.97	-7	0	1	6	3	-5
CCOc1ccc(C(=O)NC2CC(=O)N(c3ccc4c(c3)OCCO4)C2)cc1 (stereo not given)	1.1	0.84	-9	-13	0	9	16	-3
Cc1ccc(O)c(NC(=O)Cc2ccc3ccccc3c2)c1	1.1	1.1	-7	-2	-6	-1	-8	-4
CCCOc1ccc(NC(=O)CC2C(=O)N(C)C(=S)N2Cc2cccs2)cc1 (stereo not given)	1.1	1.1	-8	16	-1	-2	-9	-3
CCCCCCNC1=NCCS1	1	1.1	-4	-4	0	-12	-8	-7
COC(=O)c1cc(S(=O)(=O)NCc2ccccc2)c[nH]1	1.1	1.1	-9	2	-4	-18	-6	2
CCCCCC(=O)Nc1ccc(N2CCN(C(=O)CCC)CC2)cc1	1.1	1.2	-5	-10	-3	13	-22	-5
CCOc1ccc(C(C)(O)CN2CCOCC2)cc1 (stereo not given)	1	1.1	-1	-10	-3	-2	-5	-1
O=C1C(=O)c2ccc(-c3ccccc3)cc2-c2ccccc21	0.9	1.2	10	-25	2	53	-24	30
CN(C)c1ccc(C2Nc3ccccc3C(=O)N2NS(=O)(=O)c2ccccc2)cc1 (stereo not given)	1	0.98	-1	-6	-5	-4	2	1
COc1ccc(C(=O)N/C(=C/c2cccnc2)C(=O)N2CCN(C)CC2)cc1OC	1	1.4	-4	5	-4	-5	-36	-6
CCOC(=O)C1(Cc2ccccc2C)CCCN(C(=O)CCc2c(C)noc2C)C1 (stereo not given)	0.97	1	3	-3	-3	-3	-2	-7
OCCNCc1c(OCc2ccc(Cl)cc2)ccc2ccccc12	1.2	1.1	-15	0	-1	5	-5	-4
COc1cc(NS(=O)(=O)c2ccc3c(c2)NC(=O)CO3)cc(OC)c1	0.92	1.1	8	-3	-2	-2	-5	-27
CCc1ccccc1NS(=O)(=O)c1cc(C)ccc1OC	1.1	0.86	-13	3	1	-3	14	0
O=C(NCc1ccc(Cl)cc1)C1CCN(c2cnccn2)CC1	0.98	1	2	-7	1	-2	-4	-5
CC(=O)c1c(C)[nH]c2ccccc2c1=O	1.1	0.99	-9	-8	2	6	1	3
O=C(CNC(=O)C12CC3CC(CC(C3)C1)C2)Nc1ncccc1O	1	0.97	0	-35	-5	5	3	5
COc1ccc(CC(=O)NC(C)c2nnc(SCc3nc4ccccc4c(=O)[nH]3)n2C)cc1 (stereo not given)	1	1.1	0	-5	-4	0	-6	-8
O=C(NCc1ccco1)C(c1ccncc1)N(C(=O)Cn1nnc2ccccc21)c1ccccc1 (stereo not given)	0.97	1	3	-2	-2	-7	-1	-5
O=C(O)c1ccc(COc2c(F)c(F)cc(F)c2F)o1	1	0.88	0	-8	9	-13	12	-11
Cc1ccc2[nH]c(=O)c3cc(C(=O)NC(C)C)sc3c2c1	0.91	0.86	9	6	-5	4	14	17
Cc1ccccc1OCCC(=O)OCC(=O)N1CCN(S(=O)(=O)c2ccc(Cl)cc2)CC1	0.92	0.94	8	-14	5	7	6	-2
C/C(=N\NC(=O)c1ccc(=O)[nH]n1)c1cccnc1	0.89	1	11	1	-6	-5	-5	-13
Cc1ccc(C)c(N(C(=O)CNC(=O)c2ccco2)C(C(=O)NCC2CCCO2)c2ccccc2)c1 (stereo not given)	1.1	0.95	-6	-7	-1	6	5	1
Cc1ccc(N(CCC(=O)O)S(=O)(=O)c2cccc(C(F)(F)F)c2)cc1	1	0.95	-3	1	-3	-2	5	-4
O=C(O)C1CN(c2ncccc2[N+](=O)[O-])C1	0.95	0.99	5	7	-1	-17	1	5
O=C(Cc1cccs1)N1CCN(S(=O)(=O)c2ccc(Cl)c(C(F)(F)F)c2)CC1	0.98	1.1	2	0	11	3	-12	4
COc1ccccc1NC(=O)CN1C(=O)CCS(=O)(=O)c2ccccc21	0.98	0.9	2	-5	-3	0	10	0
O=C(Nc1nnc(-c2ccc(Cl)cc2)o1)C1=COCCO1	0.97	1.1	2	2	5	-22	-6	-2
CCOC(=O)c1c(NC(=O)C2CCN(S(=O)(=O)c3ccc(Cl)cc3)CC2)sc2c1CCCC2	0.85	0.84	15	1	-5	-11	16	-3
CCOC(=O)c1ccc(-n2c(C)nc3ccccc3c2=O)cc1	0.99	1.1	1	-7	-2	5	-11	-5
CCc1ccc(NC(=O)CCc2c(C)nn(-c3ccc(N4CCOCC4)nn3)c2C)cc1	0.95	0.87	5	-5	-3	-5	13	0
CCCCNC(=O)CCCn1c(=S)[nH]c2cc3c(cc2c1=O)OCO3	0.98	1.1	2	5	-1	3	-10	5

Complete entries, quoted from the list. Screens in order: mIAP activ	hIAP activ	mIAP block	ATG4B inh	APOBEC3A inh	PfG6PD inh	hIAP inh	HKDC1 inh
C/C(=N\NC(=O)c1ccc(=O)[nH]n1)c1cccnc1 in the list: 0.89	1	11	1	-6	-5	-5	-13
O=C(COC(=O)c1cccs1)NCCC1=CCCCC1 in the list: 0.97	0.85	3	-9	-2	1	15	-7

Following part.
SMILES	mIAP activ	hIAP activ	mIAP block	ATG4B inh	APOBEC3A inh	PfG6PD inh	hIAP inh	HKDC1 inh
CCCCOC(=O)Cn1c(-c2ccccc2)nc2ccccc2c1=O	0.94	0.88	6	-5	-1	16	12	-2
CC[C@@]1(C(=O)OC)N[C@H](CN(C)C(=O)Nc2ccc(F)cc2)[C@@H]2C(=O)N(Cc3ccccc3)C(=O)[C@@H]21	1	1.2	-1	.	0	-5	-21	1
Cc1ccc(NC2=C(Cl)C(=O)OC2OC(=O)c2ccco2)cc1 (stereo not given)	1	0.88	-1	-5	-1	4	12	-4
COc1ccc(/C=C/C(=O)Nc2sc3c(c2C(=O)NCc2cccnc2)CCCC3)cc1	0.96	0.98	4	28	-5	18	2	0
CCOc1ccc2[nH]c(SCC(=O)OC)c([N+](=O)[O-])c2c1	1	1.1	-3	8	-3	3	-5	3
CCOc1ccccc1NC(=O)NCCN1CCCCC1	1	1.1	-4	5	-5	2	-6	-3
CC(C)CCNC(=O)c1onc(CSc2ccc(F)c(F)c2)c1C(=O)NCCC(C)C	1	1	0	-4	-6	25	-1	1
O=C(CN1CCN(c2ccc(O)cc2)CC1)Nc1ccc(SC(F)F)cc1	0.92	0.95	8	-9	3	48	5	-5
Cc1nnc(SCC2CCCO2)n1-c1ccccc1 (stereo not given)	1	1.2	0	-2	-3	-5	-16	2
N#Cc1ccccc1COC(=O)c1cccnc1N	1	1.1	-2	-11	1	29	-8	-6
C=CC[C@@H](CC(=O)OC(C)(C)C)C(=O)OC[C@@H]1CCCN1C(=O)[C@@H](CC=C)CC(=O)N[C@H](CO)Cc1ccccc1	0.94	0.98	6	6	2	-10	2	4
Cc1cc(C)cc(C(=O)NCC(=O)N2CCC3(CC2)NCCc2[nH]cnc23)c1	1	1	0	-7	-2	8	-2	1
COc1cc(/C=N\NC(=O)c2cccnc2)ccc1OC(=O)c1ccccc1Cl	0.91	0.85	9	-17	-2	9	15	-1
Cc1cccc2nc(CSC(=N)N)c(Br)n12	0.92	0.98	8	1	-7	19	2	-6
Cc1ccc(CNC(=O)c2ccccc2NC(=O)C2=CSCCO2)cc1	1	0.83	-3	10	-2	-10	17	1
O=S(=O)(c1cccc(C(F)(F)F)c1)N1CCN(C(=S)NCc2ccco2)CC1	0.82	0.87	18	-10	20	0	13	-3
COc1ccc(N2C(=O)CC(N(CCc3ccccc3)C(=O)c3ccccc3)C2=O)cc1 (stereo not given)	1.1	0.91	-8	-4	-3	3	9	-1
O=C(c1cc(C2CC2)nn1-c1ccccc1)N1CCN(c2ncc(C(F)(F)F)cc2Cl)CC1	0.99	1.1	1	-7	16	3	-6	1
NC(=O)c1cc(S(=O)(=O)NCCc2ccc(S(N)(=O)=O)cc2)cs1	0.96	1	4	7	-2	-11	-5	-5
CCOC(=O)C1CCCN(C(=O)C2CCCN(S(C)(=O)=O)C2)C1 (stereo not given)	0.98	0.84	2	6	-3	-2	16	5
N#Cc1cc(Oc2cccnc2)c(Oc2cccnc2)cc1C#N	1.1	1.1	-8	-10	-1	-12	-7	-2
Cc1ccc(S(=O)(=O)N(Cc2ccccc2)c2ccccc2C(=O)NCc2ccco2)cc1	1.1	1	-12	-1	-1	17	0	3
Cc1cc(NS(=O)(=O)c2ccc(NC(=O)C(C)Oc3ccc4c(C)cc(=O)oc4c3)cc2)no1 (stereo not given)	0.94	2.6*	6	-14	-1	-6	-162	-5
Cc1ccc(-c2cc(-c3ccc(Cl)cc3)c(C#N)c(N)n2)o1	0.89	0.8	11	5	-1	96*	20	18
Cc1ccc(C(=O)O)cc1NC(=S)NCCc1ccccc1	1	1.1	-1	-7	-2	-11	-8	-5
Cn1c(=O)c2c(nc(SCc3ccccc3)n2Cc2ccc(Cl)cc2)n(C)c1=O	1	0.8	-3	-3	-2	-6	20	3
O=C(CNC(=O)c1ccc(Br)o1)NC12CC3CC(CC(C3)C1)C2	0.96	1	4	5	-5	-4	-4	-4
O=C(NCCCN1CCOCC1)c1ccc2c(c1)N(Cc1ccccc1)C(=O)c1ccccc1S2	1.1	1.1	-5	2	-4	-13	-7	-2
CC(=O)C1=C(O)C(=O)N(Cc2cccnc2)C1c1ccc(O)cc1 (stereo not given)	0.94	0.98	6	-6	-2	-25	2	-11
Cc1cc(C(=O)COC(=O)CNC(=O)c2ccc(F)cc2)c(C)n1Cc1ccco1	0.92	1	8	-15	-5	-3	-1	-5
CCOc1ccccc1NC(=O)Cn1[nH]c(=O)c2ccccc2c1=O	0.92	1	8	.	0	.	-4	.

Just HKDC1 inh, ATG4B inh and hIAP activ, for some of the entries so far:
smiles	HKDC1 inh	ATG4B inh	hIAP activ
Cc1ccc(-c2cc(-c3ccc(Cl)cc3)c(C#N)c(N)n2)o1	18	5	0.8
Cc1ccc(C(=O)O)cc1NC(=S)NCCc1ccccc1	-5	-7	1.1
Cn1c(=O)c2c(nc(SCc3ccccc3)n2Cc2ccc(Cl)cc2)n(C)c1=O	3	-3	0.8
O=C(CNC(=O)c1ccc(Br)o1)NC12CC3CC(CC(C3)C1)C2	-4	5	1
O=C(NCCCN1CCOCC1)c1ccc2c(c1)N(Cc1ccccc1)C(=O)c1ccccc1S2	-2	2	1.1

Compound activity: PubChem BioAssay, Sanford-Burnham Center for Chemical Genomics
